From PubChem BioAssay
TNAP inh no acc – human TNAP enzyme inhibitors, primary screen, biochemical, luminescent, no phosphate acceptor, uHTS; purified TNAP, CDP-star luminescence, 30 min; 200,000 compounds, 0.26% hits; Alkaline phosphatase, tissue-nonspecific isozyme (Homo sapiens), P05186; AID 1012, 2008; inhibition, % at 20 µM;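 active means tissue-nonspecific alkaline phosphatase inhibition above about 50% at 20 µM in the single-dose screen, limit read from the data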;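 further: 0% = DMSO negative control and 100% = EDTA positive control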
Target sequence (P05186 whole entry, looked up): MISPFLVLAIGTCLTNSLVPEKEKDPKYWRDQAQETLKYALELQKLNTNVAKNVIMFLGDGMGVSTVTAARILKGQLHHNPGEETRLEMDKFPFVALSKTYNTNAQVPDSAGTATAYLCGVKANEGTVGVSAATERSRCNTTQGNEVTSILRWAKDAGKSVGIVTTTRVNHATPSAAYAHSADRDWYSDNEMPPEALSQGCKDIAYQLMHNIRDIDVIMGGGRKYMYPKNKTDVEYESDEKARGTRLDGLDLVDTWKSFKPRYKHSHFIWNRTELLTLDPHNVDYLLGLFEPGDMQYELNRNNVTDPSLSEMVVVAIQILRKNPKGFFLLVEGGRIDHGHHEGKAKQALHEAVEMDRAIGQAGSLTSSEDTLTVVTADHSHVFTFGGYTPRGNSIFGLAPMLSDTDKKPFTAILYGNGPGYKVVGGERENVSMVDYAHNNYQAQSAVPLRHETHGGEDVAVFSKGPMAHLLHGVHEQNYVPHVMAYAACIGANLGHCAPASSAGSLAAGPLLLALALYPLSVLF
TNAP act hiacc – TNAP activators at high phosphate acceptor level, primary screen, biochemical, luminescence, uHTS. Alkaline phosphatase, tissue-nonspecific isozyme (Homo sapiens), P05186. purified TNAP, CDP-star luminescence, 1 M DEA, 30 min; stronger effect = higher value; 0 = EDTA background, 1 = DMSO-only activity. activation factor at 20 µM. 200,000 tested, under 10 active;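 active means activation factor at least 2 at 20 µM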
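Test system – human TNAP · Doses – 20 µM single point · Incubation – 30 min, room temperature · Signal – luminescent substrate turnover signal · Read-out basis – activation factor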
PPARg SRC2 recr – agonists of PPARg-SRC-2 recruitment, primary screen, biochemical, HTS; Peroxisome proliferator-activated receptor gamma (Homo sapiens), P37231; PPARgamma LBD-SRC-2 recruitment; activation, % at 8 µM; 200,000 compounds, 0.34% hits; in the data active means activation above about 22%;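 further: 0% = vehicle and 100% = reference agonist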
Target sequence (P37231 whole entry, looked up, the tested form may be a part): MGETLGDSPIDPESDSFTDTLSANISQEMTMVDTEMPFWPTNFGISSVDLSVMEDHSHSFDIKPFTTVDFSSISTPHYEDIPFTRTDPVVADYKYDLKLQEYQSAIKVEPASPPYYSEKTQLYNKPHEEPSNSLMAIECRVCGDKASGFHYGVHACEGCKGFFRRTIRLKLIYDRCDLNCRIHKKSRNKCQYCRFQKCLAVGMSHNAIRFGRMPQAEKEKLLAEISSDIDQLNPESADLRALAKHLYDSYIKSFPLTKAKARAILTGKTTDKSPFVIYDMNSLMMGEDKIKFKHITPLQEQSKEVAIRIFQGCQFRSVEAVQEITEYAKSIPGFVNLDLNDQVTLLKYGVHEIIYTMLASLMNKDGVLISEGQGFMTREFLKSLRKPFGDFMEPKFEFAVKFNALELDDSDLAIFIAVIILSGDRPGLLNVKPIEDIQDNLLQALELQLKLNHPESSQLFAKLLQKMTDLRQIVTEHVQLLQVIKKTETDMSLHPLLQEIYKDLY
bIAP inh – bovine intestinal alkaline phosphatase inhibitors, primary screen, selectivity assay for TNAP inhibitor project, biochemical, bovine IAP, CDP-star luminescence | 190,000 tested, under 10 active | alkaline phosphatase, intestinal [Bos taurus] | purified bovine IAP, 30 min | inhibition, % at 20 µM;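 active means over 50% inhibition of intestinal alkaline phosphatase at 20 µM in the single-dose screen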
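Assay system: bovine IAP enzyme; medium: DEA buffer 100 mM, pH 9.8, with MgCl2 1.0 mM, ZnCl2 0.02 mM; doses: 20 µM single dose; incubation: enzyme reaction for 30 min at room temperature; detection: CDP-star luminescence signal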
bIAP act – bovine intestinal alkaline phosphatase activators, primary screen, biochemical, bovine IAP, CDP-star luminescence | AID 1016, 2008 | 200,000 compounds, 0.17% hits | purified bovine IAP, 30 min; stronger effect = higher value; fold of DMSO-control signal, blank-subtracted | alkaline phosphatase, intestinal [Bos taurus] | activation factor at 20 µM;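 active means activation factor of 2 or more at 20 µM, a signal rise over negative controls twice the positive control's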
PPARg SRC-3 ag – PPARgamma agonists recruiting SRC-3 coactivator, primary screen, biochemical; biochemical PPARgamma/SRC-3 coactivator recruitment assay; activation, % at 8 µM; AID 731, 2007; 200,000 compounds, 0.26% hits; Peroxisome proliferator-activated receptor gamma (Homo sapiens), P37231; in the data active means activation above about 23%;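 further: 0% = DMSO and 100% = reference agonist; some compounds past the cut are filed as inactive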
HMGR II inh – inhibitors of E. faecalis class II HMGR, primary screen, biochemical, Enterococcus faecalis; purified E. faecalis HMGR, NADPH absorbance 340 nm kinetic; inhibition, % at 10 µM; 190,000 compounds, 0.41% hits; AID 1066, 2008;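 active means inhibition above a set limit, the median over all tested compounds plus 3 SD, cut at about 9.5% in these data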;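 further: enzyme runs in reverse so mevalonate oxidation gives rising NADPH absorbance; 0% = complete reaction with DMSO and 100% = background rate lacking mevalonate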
TR-FRET SRC-2 ct – TR-FRET signal artefacts, primary screen, artefact control for PPARgamma SRC-2 agonist project, biochemical | TR-FRET artefact counter-screen; stronger effect = higher value | TR-FRET ratio at 8 µM | 200,000 compounds, 0.4% hits | AID 1049, 2008; in the data active means TR-FRET ratio above about 2000; further: inactives centre near 1500
TNAP inh hiacc – human TNAP enzyme inhibitors, primary screen, biochemical, luminescent, high phosphate acceptor level, uHTS | purified TNAP, CDP-star luminescence, 1 M DEA | inhibition, % at 20 µM | 200,000 compounds, 0.03% hits;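 active means over 50% inhibition of tissue-nonspecific alkaline phosphatase at 20 µM in the single-dose screen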;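 further: plate controls were DMSO wells for no effect and EDTA-quenched wells as full inhibition for full effect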
PPARg SRC-1 ag – PPARgamma agonists recruiting SRC-1 coactivator, primary screen, biochemical; Peroxisome proliferator-activated receptor gamma (Homo sapiens), P37231; PPARgamma-SRC-1 coactivator recruitment biochemical assay; activation, % at 8 µM; 200,000 compounds, 0.41% hits; AID 631, 2007; in the data active means activation above about 19%;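 further: 0% = DMSO and 100% = reference agonist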
An asterisk follows results filed as active; . = not tested or not shown.

SMILES	TNAP inh no acc	TNAP act hiacc	PPARg SRC2 recr	bIAP inh	bIAP act	PPARg SRC-3 ag	HMGR II inh	TR-FRET SRC-2 ct	TNAP inh hiacc	PPARg SRC-1 ag
Cc1ccc[n+](CC2OCc3ccccc3CO2)c1	-5	1	3	2	1	-2	1	1539	-3	6
Cc1nc2ccccc2n1C1CC(=O)N(N(C)C)C1=O (stereo not drawn)	-4	1.1	5	13	0.9	5	-2	1636	-6	3
CCOC(=O)c1cnc(SCC(=O)NCc2ccco2)nc1N	10	1	-4	4	1	-8	-10	1643	-3	5
COc1ccc(S(=O)(=O)N2CCCC2)c(Cl)c1Cl	-17	1	2	-1	1	2	0	1598	-4	0
Cc1nn(C)c(C(=O)NNC(=S)NC2CCCCC2)c1Cl	-63	1	6	-6	1.1	-1	1	1560	-4	-8
CC1CCC(NC(=O)CN2C(=O)COc3ccc(S(=O)(=O)N4CCCC4)cc32)CC1 (stereo not drawn)	-15	1	2	7	0.9	4	-9	1602	-3	-6
COC(=O)C[N+](C)(C)C/C=C\c1ccccc1	-9	1	0	-28	1.3	3	0	1659	-4	-7
N/C(=N\c1nc2c(c(=O)[nH]1)CCCC2)Nc1ccccc1	-15	1	-1	-37	1.4	-1	-2	1538	-3	10
CCOC(=O)C1=C(CC)Nc2ccccc2N=C1N	-1	1	6	-17	1.2	2	-7	1561	2	1
Cc1cccc(C)c1NC(=O)C(c1ccc([N+](=O)[O-])cc1)N(C)C(=O)c1ccccn1 (stereo not drawn)	24	1	3	10	0.9	4	3	1673	2	12
Cc1ccc(NC(=O)c2cccc(N3C(=O)C4C5CCC(C5)C4C3=O)c2)c(C)c1 (stereo not drawn)	-11	1	-18	3	1	-1	1	1539	-1	-6
COc1ccc(CCN(Cc2ccccn2)C(=S)Nc2ccccc2F)cc1OC	-12	1	8	6	0.9	5	-5	1551	-4	4
O=C(O)c1ccc(S(=O)(=O)c2ccc3c(c2)C(=O)N(NC(=O)c2ccccc2)C3=O)cc1	-16	1	-7	4	1	-4	-1	1611	-5	4
c1ccc(CNC2=NCCCCC2)cc1	-1	1.1	3	33	0.7	-6	-4	1599	-9	10
Cc1c(Cl)cccc1NC(=O)CCCN1C(=O)c2cccnc2C1=O	-12	1	3	0	1	-4	-8	1757	-5	-1
CN1CCN(NC(=O)c2ccc(F)cc2)CC1	-6	1	2	2	1	13	0	1540	-2	-1
Cc1ccc(S(=O)(=O)n2nc(-c3ccco3)nc2SCc2ccccc2)cc1	0	1	4	29	0.7	0	-1	1462	2	-3
O=C(CN(C(=O)c1ccc(Cl)cc1)C1CCCCC1)Nc1ccc(Cl)c([N+](=O)[O-])c1	9	1	9	38	0.6	1	-4	1721	-2	9
COc1cccc(-c2nnc(NC(=O)Cc3cccs3)s2)c1	-9	1	11	11	0.9	15	3	1550	-3	7
CC(C)(C)n1nc2c(c1NC(=O)c1ccco1)CS(=O)C2 (stereo not drawn)	-16	1.1	5	9	0.9	5	2	1408	-8	-6
Cc1ccc(C(C)C)c(OCc2n[nH]c(=S)o2)c1	2	1.1	1	14	0.9	2	-3	1702	-8	1
CS(=O)(=O)c1cnc2c(-c3ccc(F)cc3)cnn2c1N	-8	1	0	-3	1	6	4	1722	-3	3
COc1cccc(NC(C)C(=O)Nc2cc([N+](=O)[O-])ccc2Cl)c1 (stereo not drawn)	-11	1	4	12	0.9	5	3	1518	-4	12
COc1ccc(CCN2C(=O)c3cccnc3C2=O)cc1OC	-8	1.1	7	7	0.9	-8	-6	1762	-6	-2
COc1ccc(-n2nc(C(=O)NCC(=O)NCCCN3CCCCCC3)c3ccccc3c2=O)cc1Cl	-9	1	11	-18	1.2	2	-6	1765	-4	6
(listing goes on)
SMILES	TNAP inh no acc	TNAP act hiacc	PPARg SRC2 recr	bIAP inh	bIAP act	PPARg SRC-3 ag	HMGR II inh	TR-FRET SRC-2 ct	TNAP inh hiacc	PPARg SRC-1 ag
O=C(NCc1ccco1)C1CCCN(S(=O)(=O)c2ccccc2)C1 (stereo not drawn)	-18	1	4	-2	1	7	4	1498	-4	4
O=C(O)c1sccc1S(=O)(=O)c1ccccc1	-14	1	0	3	1	7	-6	1587	-4	6
CCc1nc(C)ccc1OCC(=O)O	-11	1	-8	3	1	-1	-3	1410	-2	-9
CCCCn1nc2cc(C(=O)NCC34CC5CC(CC(C5)C3)C4)ccc2c1OCC	-4	1.1	-5	-1	1	-7	0	1553	-7	-3
CCOC(=O)C1CCCN(CCC(=O)Nc2ccccc2C)C1 (stereo not drawn)	-4	1	2	-5	1	5	1	1626	-4	-3
CCN(C(=O)c1c(OC)cccc1OC)c1nnc(-c2cccnc2)s1	-3	1	4	-1	1	0	-1	1534	3	9
CCOc1ccc(NC(=O)C2CCN(c3nnnn3-c3ccccc3)CC2)cc1	-14	1.1	5	5	1	-5	0	1518	-6	-2
N#Cc1ccccc1Cn1cc(/C=C/[N+](=O)[O-])c2ccccc21	4	1	1	2	1	-1	0	1548	3	6
CCOc1ccc(Cc2n[nH]c(=S)n2N)cc1	10	1	-11	.	0.4	-1	-5	1559	1	-1
Fc1ccc(CO/N=C/C2=C(Cl)c3ccccc3CC2)cc1	-11	1	0	33	0.7	-1	6	1606	-4	2
CNCCCC1Sc2ccccc2Oc2ccccc21 (stereo not drawn)	-8	1	17	-4	1	3	-3	1752	-3	-4
CC(=O)c1ccc(NS(=O)(=O)c2ccc3ccccc3c2)cc1	-19	1	8	8	0.9	5	-6	1566	-2	8
Cc1ccc(-c2cc(C(=O)NCc3ccccn3)c3ccccc3n2)cc1	-1	1	8	0	1	1	-1	1478	-2	3
NS(=O)(=O)c1ccc(NC(=O)COC(=O)C2(c3ccc(F)cc3)CCCC2)cc1	-1	1	-3	-172	2.7*	-2	-5	1520	0	2
Cc1ccc(/C=C/C(=O)Nc2ccccc2C(N)=O)cc1	-12	1	-4	11	0.9	-1	-3	1459	0	0
Cc1cc(=O)oc2cc(OCC(=O)OCC(=O)NC3CC3)ccc12	-5	1	-8	-15	1.1	-3	2	1431	0	-5
O=C(CN1C(=O)CCC1=O)Nc1nc(-c2cccs2)cs1	-16	1.1	5	8	0.9	3	-1	1451	-8	2
CC(/C=C1\SC(=S)N(NC(=O)c2cccc(O)c2)C1=O)=C\c1ccccc1	-3	0.9	7	6	0.9	5	2	1571	9	0
O=C1CCN(C(=O)CSc2ccc(Cl)cc2)N1	-4	1	13	-4	1	1	-10	1794	2	0
O=C(c1ccncc1)N1c2ccccc2Sc2ccccc21	-2	1	-7	4	1	-2	-4	1512	-1	1
CN(c1ccc(C(=O)NCc2ccccn2)cc1)S(C)(=O)=O	-1	1	-6	0	1	-11	-1	1547	1	-4
Cn1c(=O)c2c(ncn2CC(=O)N(Cc2ccccc2)c2ccccn2)n(C)c1=O	-11	1	-8	-1	1	-2	-1	1409	-1	-10
CSC1=N/C(=C\c2ccc(F)cc2)C(=O)S1	-5	1	-11	6	0.9	2	5	1505	-4	7
O=c1[nH]c(N/N=C/c2ccccc2)nc2ccccc12	-5	1	3	8	0.9	6	-4	1453	-1	5
COc1ccccc1NC(CC(=O)c1ccccc1)C(=O)OCC(=O)c1ccc(C)cc1 (stereo not drawn)	-15	1	-6	6	0.9	4	1	1602	0	-3
Continued.
SMILES	TNAP inh no acc	TNAP act hiacc	PPARg SRC2 recr	bIAP inh	bIAP act	PPARg SRC-3 ag	HMGR II inh	TR-FRET SRC-2 ct	TNAP inh hiacc	PPARg SRC-1 ag
O=c1[nH]c2ccccc2n2cnnc12	-10	1	7	-1	1	1	-1	1852	-1	10
CC1CCCCN1S(=O)(=O)c1ccc(S(=O)(=O)NCCc2ccncc2)cc1 (stereo not drawn)	-3	1	14	0	1	0	1	1517	0	5
C=C(C)C1CC=C(C)/C(=N/NC(=O)COc2ccccc2Cl)C1 (stereo not drawn)	-7	1.1	-10	11	0.9	-1	2	1556	-10	-1
Cc1nnc(-c2ccccc2)c(=O)n1/N=C/c1c(O)ccc2ccccc12	-15	0.9	2	4	1	4	-4	1684	5	0
O=C(NCCN1CCN(C(=O)NC2CCCCC2)CC1)NC1CCCCC1	-13	1.1	-3	-22	1.2	-3	-2	1542	-9	0
CCC(CC)C(=O)NCc1ccccc1Cl	-10	1	0	4	1	2	2	1687	-3	3

Given as labelled records: entries from further up.
C=C(C)C1CC=C(C)/C(=N/NC(=O)COc2ccccc2Cl)C1 (stereo not drawn)
  TNAP inh no acc: -7; TNAP act hiacc: 1.1; PPARg SRC2 recr: -10; bIAP inh: 11; bIAP act: 0.9; PPARg SRC-3 ag: -1; HMGR II inh: 2; TR-FRET SRC-2 ct: 1556; TNAP inh hiacc: -10; PPARg SRC-1 ag: -1
Cc1nnc(-c2ccccc2)c(=O)n1/N=C/c1c(O)ccc2ccccc12
  TNAP inh no acc: -15; TNAP act hiacc: 0.9; PPARg SRC2 recr: 2; bIAP inh: 4; bIAP act: 1; PPARg SRC-3 ag: 4; HMGR II inh: -4; TR-FRET SRC-2 ct: 1684; TNAP inh hiacc: 5; PPARg SRC-1 ag: 0
O=C(NCCN1CCN(C(=O)NC2CCCCC2)CC1)NC1CCCCC1
  TNAP inh no acc: -13; TNAP act hiacc: 1.1; PPARg SRC2 recr: -3; bIAP inh: -22; bIAP act: 1.2; PPARg SRC-3 ag: -3; HMGR II inh: -2; TR-FRET SRC-2 ct: 1542; TNAP inh hiacc: -9; PPARg SRC-1 ag: 0
CCC(CC)C(=O)NCc1ccccc1Cl
  TNAP inh no acc: -10; TNAP act hiacc: 1; PPARg SRC2 recr: 0; bIAP inh: 4; bIAP act: 1; PPARg SRC-3 ag: 2; HMGR II inh: 2; TR-FRET SRC-2 ct: 1687; TNAP inh hiacc: -3; PPARg SRC-1 ag: 3

Looked up by compound from the entries so far:
SMILES	TNAP inh no acc	TNAP act hiacc	PPARg SRC2 recr	bIAP inh	bIAP act	PPARg SRC-3 ag	HMGR II inh	TR-FRET SRC-2 ct	TNAP inh hiacc	PPARg SRC-1 ag
C=C(C)C1CC=C(C)/C(=N/NC(=O)COc2ccccc2Cl)C1 (stereo not drawn)	-7	1.1	-10	11	0.9	-1	2	1556	-10	-1
O=C(NCCN1CCN(C(=O)NC2CCCCC2)CC1)NC1CCCCC1	-13	1.1	-3	-22	1.2	-3	-2	1542	-9	0

This is a random part of the collection (roughly 1.6% active in at least one column).
